# PKM2 activator: increases activity of human pyruvate kinase M2; purified PKM2, Kinase-Glo ATP luminescence, activation; response scale: 0% is enzyme alone, no compound; Potency, µM (doses to about 57.5 µM), without a hit: at the highest dose activation, usual class: activators; 0.34% of 260,000 active; note: potency is the fitted concentration of half-maximal effect; % is set by controls: 0 for no effect and ±100 for the full control effect; nearly all actives have a fitted effect of over 55% in size
#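 Kinase-Glo luminescence reports ATP generated from ADP (0.1 mM) and PEP (0.5 mM) by purified hPK-M2 after 1 h at room temperature, pH 7.2 imidazole buffer; intermediate enzyme activity allows detecting inhibitors and activators.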
# MLL CXXC-DNA inh: blocks binding of human MLL CXXC domain to DNA; Q03164; MLL-CXXC / FITC-HOXA9 DNA fluorescence polarization; Potency, µM (series often up to 115 µM), for the others: top-dose activity change, negative = inhibition, actives largely listed as inhibitors; 0.037% of 290,000 active; active = well fitted inhibition curve with a large enough effect in the polarisation, with a control signal flat, not every such curve was filed as active; inconclusive = small, poorly fitted or top-dose-only effect, or effect the other way, or a change in a side signal; inactive = no such curve, though single readings can be large or run the other way; the % refers to the polarisation; note: potency is the fitted concentration of half-maximal effect
#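 Fluorescence polarization: 7 uM MLL-CXXC (stock) preincubated 5 min with compounds, then 50 nM fluorescein-HOX-A9 DNA (stock) added; 30 min ambient. Buffer 50 mM Tris-HCl pH 7.5, 50 mM NaCl, 1 mM DTT, 0.05% BSA.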
# Giardia kill: kills Giardia lamblia. activity change, % at 7.66 µM, hits read low. 0.15% of 340,000 active. Giardia lamblia trophozoite viability; in the data active = activity change below about -80%; inconclusive = between about -30% and that limit;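 note: parasites exposed to compound for two days anaerobically before the ATP read; % is set by controls: 0 for no effect and ±100 for the full control effect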
#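 Giardia lamblia trophozoites (100 cells/well) were incubated with compounds for 48 h at 37 deg C under anaerobic conditions. Viability was read as ATP content by one-step luminescence after 15-30 min at room temperature.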
# USP2a inh: inhibitors of human ubiquitin-specific protease USP2a | USP2 core, Ub-CHOP2 coupled fluorogenic reporter, 485/531 | Potency, µM (titrated, usually from 38.3 µM), inactives show at the highest dose activity change, negative = inhibition, most hits filed as inhibitors | 0.01% of 330,000 active | AID 463254;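 note: potency is the fitted concentration of half-maximal effect; plate controls were DMSO wells for no effect and full inhibition by NEM control for full effect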
#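 Cell-free coupled assay: 10nM USP2 core preincubated 30min RT with compound in Tris-HCl pH 8.0/CaCl2/CHAPS buffer, then 25nM Ub-CHOP2 and 25nM reporter substrate; fluorescence (Ex 485/Em 531) read after 60min RT, normalized to NEM inhibition, concentration-response curves fitted.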
# GALK inhibitor: inhibitors of human galactokinase | P51570 | Purified GALK, Kinase-Glo residual ATP luminescence | Potency, µM (top dose mostly 57.5 µM), without a hit: at the top dose activity change, negative = inhibition, hits mostly inhibitors | 0.007% of 270,000 active | AID 1868; note: potency is the fitted concentration of half-maximal effect; % is set by controls: 0 for no effect and ±100 for the full control effect
#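 Quantitative HTS: GALK 5 nM, ATP 35 uM, galactose 100 uM, 1 h room temperature, then luciferase-based ATP detection.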
# B2AR arrestin: beta2AR (human) beta-arrestin recruitment activity | P07550 | beta-arrestin recruitment to beta2AR, cell-based reporter | Potency, µM (highest dose often 46.1 µM), without a hit: at the highest dose activation, most hits filed as activators | 0.02% of 330,000 active;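 note: potency is the fitted concentration of half-maximal effect; 0% = DMSO controls and full agonism = EC100 isoproterenol or metaproterenol; nearly all actives have a fitted effect of over 65% in size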
# TRPV1 ag: human TRPV1 agonism; Q8NER1; activation, % at 8.33 µM; TRPV1-expressing cells, Fluo-8 calcium influx, agonist mode; 0.19% of 320,000 active; in the data active = activation above about 80%; inconclusive = between about 30% and that limit; note: 0% is about no effect
#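 Fluo-8 calcium influx in TRPV1-expressing cells, kinetic read (ex 480/em 520 nm). Compound added and read 3 min for agonist activity, followed by capsaicin at EC20 final and 2 min further read for enhancement.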
# KCNH2 WT inh: blocks the wildtype human KCNH2 potassium channel | U2OS, BacMam KCNH2, thallium flux FluxOr; stronger effect = lower value | AID 720551 | activity change, % at 1.84 µM | 0.37% of 340,000 active;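 active = maximum activity change below -70%; inconclusive = maximum activity change between -70% and -50%; inactive = maximum activity change above -50%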; note: % is set by controls: 0 for no effect and ±100 for the full control effect
#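 U2OS cells were transduced with wild-type KCNH2 virus (2.03 x 10^8 / mL) for 4 h at room temperature, then cultured overnight at 37 C. Thallium flux was read with FluxOr dye. Rate constants were normalized to DMSO controls.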
# KCNH2 3.1 block: inhibitors of human KCNH2 3.1 potassium channel isoform | U2OS KCNH2 3.1, thallium flux FluxOr; stronger effect = lower value | AID 720553 | activity change, % (tested at about 1.8 µM) | 0.95% of 340,000 active;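 active = maximum activity change below -70%; inconclusive = maximum activity change from -70% to -50%; inactive = maximum activity change above -50%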;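 note: thallium influx rate constant from kinetic fluorescence after stimulation buffer; % is set by controls: 0 for no effect and ±100 for the full control effect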
#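 FluxOr-based Tl+ influx in U2OS cells transduced with KCNH2 3.1 virus; rate constants normalized to DMSO controls.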
# Menin-MLL TR inh: displaces Texas Red mutant MLL peptide from human menin; O00255; Menin + Texas Red MLL mutant peptide, fluorescence polarization; Potency, µM (titrated, usually from 61.6 µM), without a hit: top-dose FP activity change, negative = inhibition, actives largely listed as inhibitors; 0.23% of 270,000 active; AID 1768; active = well fitted inhibition curve with a large enough effect in the polarisation, with a control signal flat, not every such curve was filed as active; inconclusive = small, poorly fitted or top-dose-only effect, or effect the other way, or a change in a side signal; inactive = no such curve, though single readings can be large or run the other way; the % refers to the polarisation; note: potency is the fitted concentration of half-maximal effect; % of control where 0% means no effect; many of its hits are not listed in these tables
# Coupling enz: coupling enzyme interference in Giardia aldolase counter-screen; activity change, negative = inhibition, % at 58.2 µM, hits read low; coupling enzyme system counterscreen, AmpLite Red fluorescence; AID 2472; 0.67% of 290,000 active; in the data active = activity change below about -30%; note: % is set by controls: 0 for no effect and ±100 for the full control effect
#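 Counterscreen of the coupled detection system alone, without aldolase: glyceraldehyde-3-phosphate coupling enzymes plus AmpLite Red readout. Compounds at 57.5 uM final, 10 min RT preincubation, 20 min RT reaction, fluorescence 525/598 nm.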
# An asterisk follows results filed as active; ? = inconclusive; . = not tested or not shown; & = joins results of further samples; [ ] = dose if it differs, or a comment. Unless noted, calls come from the whole dose curve; as a rule, active = well fitted curve in the direction sought with a large enough effect; inconclusive = small, poorly fitted or top-dose-only effect, or another doubt; inactive = no such curve, though single readings can be large; an effect the other way counts as inactive or inconclusive. Some of the compounds tested; the hit share may differ from the screen's.
# The line under a structure holds: B2AR arrestin	KCNH2 WT inh	GALK inhibitor	MLL CXXC-DNA inh	Giardia kill	Menin-MLL TR inh	KCNH2 3.1 block	PKM2 activator	Coupling enz	USP2a inh	TRPV1 ag
O=c1[nH]c(C(Cl)(Cl)Cl)nc2ccc3ccccc3c12
    -0.7%	14	-5%	2%	4	?	9	.	0	2%	-3
CCOCc1nnc(NC(=O)C2c3ccccc3Oc3ccccc32)s1
    -0.3%	-11	-1%	2%	-6	10%	-1	0%	-1	1%	-1
N#Cc1cc2c(=O)n3ccccc3nc2n(-c2ccc(Cl)cc2)c1=O
    -0.1%	-2	0%	-10%	-1	8%	1	-1%	-2	4%	-2
COc1ccc(OCC(=O)Nc2cccc(-c3nc4ccccc4o3)c2)cc1
    0.1%	6	0%	10%	-26	-20%	-19	0%	4	-8%	13
CC(=O)OC(C)[C@H]1CC[C@H]2[C@@H]3CC[C@H]4C[C@@H](OC(C)=O)CC[C@]4(C)C3=CC[C@]12C (stereo not given in full)
    0.2%	-6	.	.	-15	.	13	.	.	1%	5
CCOC(=O)C1(Cc2ccccc2C)CCCN(C(=O)CN2CCCCC2=O)C1 (stereo not given)
    -0.7%	-8	7%	-1%	8	-14%	34	0%	1	0%	4
NN/C(=C\[N+](=O)[O-])Nc1ccc(Cl)cc1
    0.1%	6	-4%	24%	-13	?	.	-5%	-1	1%	0
CN(C)c1cccc(C(=O)Nc2ccc(N3CCOCC3)cc2)c1
    -0.2%	-3	-1%	5%	?	.	4	3%	-1	2%	8
COc1ccccc1C(C)NS(=O)(=O)c1cccs1 (stereo not given)
    -1.0%	.	-2%	-7%	.	-3%	.	2%	0	1%	0
O=C(N/C(=C/c1ccco1)C(=O)N1CCc2ccccc21)c1ccco1
    0.4%	-9	4%	-3%	-18	.	-3	24%	-5	0%	-1
Cc1cc(=O)oc2cc(OCC(=O)NCCc3c[nH]c4ccc(F)cc34)ccc12
    -1.2%	-5	-1%	20%	?	?	1	.	1	2%	1
CCC(C)Sc1ccc([C@H]2N[C@@](CC(C)C)(C(=O)OC)[C@H]3C(=O)N(CC)C(=O)[C@@H]23)cc1 (stereo not given in full)
    0.1%	3	.	.	3	.	10	.	.	0%	87*
COCc1cc(C)nc2sc(C(=O)Nc3ccccc3F)c(N)c12
    0.5%	-12	-5%	-13%	10	12%	3	2%	-3	-2%	2
O=C(O)CCCCCNC(=O)c1ccccc1
    0.0%	7	-1%	-1%	-2	10%	12	-6%	1	1%	-2
COc1ccc(S(=O)(=O)N2CCC(C(=O)NCc3ccncc3)CC2)cc1OC
    -0.2%	-2	16%	-11%	-3	-30%	-21	3%	-1	1%	-3
Cc1cccc(C(=O)NC(=S)NCc2cccnc2)c1
    -0.8%	-4	3%	1%	7	-5%	2	3%	1	-3%	-6
CC(C)CC(NC(N)=O)C(=O)NCCc1ccc(Cl)cc1 (stereo not given)
    0.5%	0	5%	-1%	-1	10%	1	0%	4	-3%	-1
COCCNc1nnnc2c1sc1nc(N3CCOCC3)c3c(c12)CCCC3
    0.1%	.	11%	3%	.	-20%	.	-6%	2	-1%	9
CCOc1ncccc1C(=O)Nc1ncc(C)s1
    -1.0%	1	13%	4%	0	1%	-4	4%	1	1%	25
O=C(CSC1=NCCN1)NC(c1ccccc1)c1ccccc1
    2.9%	10	0%	8%	8	6%	-17	-4%	3	9%	0
O=C(NCc1cccs1)c1ccc(CS(=O)(=O)c2ccc(Cl)cc2)o1
    0.2%	10	-1%	-4%	-7	0%	7	5%	4	4%	4
COC(=O)C1CCN(Cc2nnc(-c3ccccc3)o2)CC1
    -0.7%	-1	.	-10%	-15	7%	13	.	-1	2%	9
Cc1ccc(NC(=O)CN(C)C(=O)c2n[nH]c(=O)c3ccccc23)cc1
    0.2%	6	-1%	10%	18	?	-20	-3%	3	-8%	-3
CCc1nnc(NC(=O)c2nc(S(=O)(=O)Cc3cccc(C)c3)ncc2Cl)s1
    -0.1%	-9	-3%	?	-11	9%	-4	15%[0.46 µM]	5	4%	2
CCC(c1nnc(SCC(=O)N2CCOCC2)n1C1CCCCC1)N(C)C (stereo not given)
    -0.8%	0	1%	2%	-8	.	1	-4%	6	0%	-1
NS(=O)(=O)c1ccc(CCNC(=O)CSc2ccc3ccccc3c2)cc1
    -0.7%	0	10%	7%	25	12%	10	-1%	-1	3%	29
Cc1ccc(C(=O)Nc2nc3ccccc3n2CCN2CCCC2)cc1
    -0.3%	34	2%	-11%	-5	2%	-3	-9%	1	-1%	-3
CCOC(=O)N1CCN(C(=O)CCl)CC1
    -0.6%	-8	3%	-5%	14	4%	-1	4%	4	0%	0
CC(=O)Oc1ccc(/C(C)=N\N2CCN(Cc3ccc(Cl)cc3)CC2)cc1
    -0.9%	-5	5%	4%	20	-14%	1	1%	-1	0%	1
CN(CCOc1ccc(Cl)cc1)CC(O)c1ccccc1 (stereo not given)
    0.2%	9	.	5%	13	.	-20	.	1	0%	-8
N#Cc1ccccc1CN1C(=O)NC2(CCCCCC2)C1=O
    0.3%	-3	4%	-1%	5	-13%	-3	.	2	4%	8
CC(C)CN(C(=O)COC(=O)C1CC1)c1c(N)n(Cc2ccccc2)c(=O)[nH]c1=O
    0.0%	9	.	.	14	.	-14	.	.	0%	-1
Cc1ccc2nc(-c3ccco3)c(Nc3ccccc3)n2c1
    -0.1%	3	1%	14%	-8&4	-19%	-4	-14%	0	4%	14
O=C(CCNC(=O)c1ccc(Br)cc1)Nc1cccc(S(=O)(=O)N2CCCCCC2)c1
    -0.1%	4	.	.	-6	.	-9	.	.	4%	1
COc1cc(NC(=O)c2sc3ncn(CC(=O)N4CCCC(C)C4)c(=O)c3c2C)cc(OC)c1OC (stereo not given)
    0.3%	1	-6%	12%	-3	.	3	.	.	1%	-2
OC(COCc1ccc2c(c1)OCO2)CN1CCCCC1 (stereo not given)
    -0.2%	-3	1%	?	-7	-5%	-3	-15%	-1	3%	-2
CCc1ccc(C(=O)CSc2nc(N)cc(=O)[nH]2)cc1
    -0.3%	10	4%	-13%	2	3%	3	6%	2	-2%	2
O=C(CC1(O)C(=O)Nc2cc(Cl)cc(Cl)c21)c1ccncc1 (stereo not given)
    0.1%	-13	-2%	4%	-10	11%	-4	15%	3	0%	9
Cc1cc(C)c(NC(=O)c2sc3nc(C)[nH]c(=O)c3c2C)c(C)c1
    -0.8%	.	-2%	-5%	.	3%	.	6%	2	0%	-2
CCOc1ccccc1N=c1oc2cc(O)ccc2cc1C(=O)NCC1CCCO1 (stereo not given)
    0.1%	-3	-1%	35%[activator]	5	?	4	-3%	-4	2%	?
CCOc1ccc(-c2cn3ccccc3n2)cc1
    -0.1%	-6	14%	8%	?	10%	-8	-59%	-5	1%	14
COc1ccc(C(=O)CSc2[nH]c(=O)cc(C(F)(F)F)c2C#N)cc1
    0.0%	-25	-11%	-9%	-8	.	21	5%	1	0%	.
CSc1nc(O)c(C(c2cccc([N+](=O)[O-])c2)c2c(O)nc(SC)[nH]c2=O)c(=O)[nH]1
    0.1%	2	-3%	20%	-26	-8%	-3	-23%	12	-1%	-3
CC12C=CC3(O1)C(C(=O)N(c1cccnc1)C3C(=O)NC1CCCCC1)C2C(=O)Nc1ccccc1 (stereo not given)
    0.1%	5	3%	10%	-25	0%	1	-4%	2	5%	-5
Cc1cccc(NC(=O)CNC(=O)COC(=O)c2ccco2)c1C
    0.2%	2	.	.	-9	.	-2	.	.	-1%	6
Cc1cc(C)nc(NS(=O)(=O)c2ccc(N3C(=O)C4CCCCC4C3=O)cc2)n1 (stereo not given)
    -0.1%	-7	7%	-1%	-30	5%	-13	.	2	1%	1
COc1ccccc1CNC(=O)Cn1cccc1C(=O)c1ccccc1
    0.5%	7	1%	3%	4	-2%	12	.	-6	-1%	?
CCOc1ccc(S(=O)(=O)NC(C)(C)C)cc1-c1nc2c(C(C)(C)C)nn(C)c2c(=O)[nH]1
    -0.1%	-10	5%	-12%	8	12%	16	-1%	-6	-8%	?
Cc1ccc2nc(N(CCN(C)C)C(=O)C3=COCCO3)sc2c1
    -0.1%	6	-2%	7%	14	.	-4	-4%	.	3%	0
O=C(C[C@@H]1C/C=C\C[C@@H](NC(=O)OCC2c3ccccc3-c3ccccc32)C(=O)OCCNC1=O)N[C@@H](CO)Cc1ccccc1
    -1.0%	-11	.	.	-5	.	-11	.	.	0%	.
Cc1ccc(NC2CCCN(C(=O)CCc3cn[nH]c3)C2)cc1C (stereo not given)
    0.6%	3	3%	-3%	1	2%	26	0%	1	0%	2

# High-throughput results (PubChem)
